# hERG rescue: shields human hERG channel from block by proarrhythmic agents | activation (rescue from dofetilide block), less the hit threshold, % at 10 µM | 310,000 tested, 0.51% active | Q12809 | CHO-hERG, FluxOR thallium flux, dofetilide IC70 present;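 active = activation above the mean of controls blocked by dofetilide plus 5 SD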;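 also: thallium influx through hERG after potassium depolarization seen as dye fluorescence rise; in these data hits start at about 4.7%; inactives centre near -7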
# KCNQ1 block: human KCNQ1 channel inhibition | 310,000 tested, 1.3% active | CHO-K1 KCNQ1, FluxOR thallium flux fluorescence; stronger effect = higher value | AID 2642 | P51787 | B-score at 10 µM;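 active = compounds whose thallium flux B-score, printed positive for inhibition, exceeds three library SD while starting fluorescence stays within three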;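 also: channel opened by potassium depolarization with thallium stimulus after 20 min compound exposure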
# ANO1 block: inhibitors of mouse TMEM16A calcium-activated chloride channel | Q8BHY3 | HEK293 TMEM16A/YFP iodide influx fluorescence, ionomycin | normalized B-score (activity score, 25-100; higher = stronger inhibition) at 10 µM | 310,000 tested, 1.2% active;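 active = ratio plate-corrected score three or more library SD toward inhibition, starting fluorescence score within five deviations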;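 also: score derived from kinetic fluorescence span divided by baseline fluorescence per well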
# Target sequence (Q8BHY3 whole entry, looked up): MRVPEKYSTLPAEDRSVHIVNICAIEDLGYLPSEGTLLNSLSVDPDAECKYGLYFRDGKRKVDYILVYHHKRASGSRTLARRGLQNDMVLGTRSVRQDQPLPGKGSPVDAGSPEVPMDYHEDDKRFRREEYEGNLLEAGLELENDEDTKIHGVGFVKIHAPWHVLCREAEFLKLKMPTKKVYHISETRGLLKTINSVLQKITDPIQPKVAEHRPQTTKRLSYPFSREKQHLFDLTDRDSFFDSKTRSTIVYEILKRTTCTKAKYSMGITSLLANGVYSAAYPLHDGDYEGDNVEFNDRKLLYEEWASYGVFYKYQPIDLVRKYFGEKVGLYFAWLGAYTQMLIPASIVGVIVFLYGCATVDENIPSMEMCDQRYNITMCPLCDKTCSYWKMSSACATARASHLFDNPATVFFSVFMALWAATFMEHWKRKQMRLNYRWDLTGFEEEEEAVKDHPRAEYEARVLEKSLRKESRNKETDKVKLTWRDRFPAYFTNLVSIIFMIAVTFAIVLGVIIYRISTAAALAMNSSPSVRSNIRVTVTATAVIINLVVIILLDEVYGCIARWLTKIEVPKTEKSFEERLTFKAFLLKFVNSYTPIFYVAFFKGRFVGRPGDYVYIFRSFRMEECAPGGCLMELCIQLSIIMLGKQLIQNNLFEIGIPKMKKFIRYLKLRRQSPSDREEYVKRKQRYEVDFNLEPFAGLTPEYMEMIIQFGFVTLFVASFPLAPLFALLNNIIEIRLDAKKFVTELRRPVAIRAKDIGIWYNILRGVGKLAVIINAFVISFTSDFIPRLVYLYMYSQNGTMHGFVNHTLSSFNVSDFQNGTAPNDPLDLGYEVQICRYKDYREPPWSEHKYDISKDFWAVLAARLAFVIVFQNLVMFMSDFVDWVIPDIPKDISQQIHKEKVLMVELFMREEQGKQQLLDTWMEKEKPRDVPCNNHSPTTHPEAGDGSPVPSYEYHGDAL
# KCNQ1 pot: human KCNQ1 channel potentiation or activation. B-score at 10 µM. CHO-K1 KCNQ1, thallium flux FluxOR fluorescence; stronger effect = higher value. 310,000 tested, 0.35% active. AID 2648;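 active = fluorescence ratio B-score, a plate-corrected score, at least three library SD, with initial intensity B-score within 5 SD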
#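 Assay system: stable KCNQ1 CHO-K1 line; medium: assay buffer, equal DMSO in all wells; timing: 90 min dye loading and 20 min compound exposure, both at room temperature; technique: kinetic FluxOR thallium fluorescence, 10-s 1-Hz baseline, 110-s post-stimulus read; read-out basis: B score of baseline-normalized fluorescence ratio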
# TRPC4 PAM: allosteric potentiators of mouse TRPC4 channel; Q9QUQ5; HEK293 TRPC4beta/mu-opioid, DAMGO EC20, Fluo-4 Ca2+ flux; stronger effect = higher value; B-score at 10 µM; 310,000 tested, 0.42% active; AID 2227;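 active = B-score of calcium response area above 5 SD of library B-scores, with initial fluorescence ratio within 5 SD of library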;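 also: B-score of integrated fluorescence ratio over time as area under calcium response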
# KCNK9 block: human KCNK9 channel inhibition | Q9NPC2 | 310,000 tested, 1.2% active | HEK293 KCNK9, FluxOR thallium flux fluorescence; stronger effect = lower value | AID 488922 | B-score at 10 µM;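 active = ratio B-score over 3 SD below the library mean, with starting fluorescence within 5 SD of its mean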;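 also: negative B-score means less thallium flux so channel inhibition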
# KCNK3 block: human KCNK3 channel inhibition, primary screen; O14649; 340,000 tested, 0.84% active; B-score at 10 µM; CHO-KCNK3 thallium flux, FluxOR fluorescence; stronger effect = lower value; AID 602410;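 active = B-score under library mean minus 4 SD, starting fluorescence ratio at most library mean plus 5 SD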;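 also: more negative B-score means stronger inhibition of thallium flux through KCNK3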
# Dyrk1A ADPGlo: blocks rat Dyrk1A kinase activity; ADP-Glo luminescence, NFATc1 peptide; inhibition, % at 12.5 µM; 310,000 tested, 0.43% active; in the data active = inhibition above about 50%;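 also: plate controls were vehicle with enzyme for no effect and no enzyme for full effect; many of its hits are not listed in these tables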
# TRPC4 agonist: TRPC4 (mouse) channel activation. HEK293 TRPC4beta/mu-opioid, Fluo4 calcium fluorescence; stronger effect = higher value. B-score at 10 µM. Q9QUQ5. 310,000 tested, 0.49% active;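 active = B-score above 5 SD of library B-scores, and initial fluorescence ratio not above library mean plus 5 SD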;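 also: positive B-score marks a calcium rise read as TRPC4 activation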
#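 System: HEK293 cells stably co-expressing mouse TRPC4beta and mu-opioid receptor; Schedule: Fluo4 dye loading 45 min at room temperature, 110 s recording; Detection: Fluo4 fluorescence, kinetic; Evaluation: B-scored integrated calcium fluorescence ratio; Controls: buffer (low) and maximal DAMGO (high).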
# TMEM16A act: activators or potentiators of mouse TMEM16A chloride channel; Q8BHY3; HEK293 TMEM16A/YFP-H148Q/I152L, iodide quench fluorescence; stronger effect = lower value; B-score at 10 µM; 340,000 tested, 0.3% active; AID 623877;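 active = fluorescence-ratio B-score plate-corrected deviation score at least 3 library SD below zero, with starting fluorescence score within 5 deviations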;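 also: channel opened by trigger with iodide after compound preincubation; score built on the fluorescence ratio of max minus min over baseline; more negative score means more quench and so TMEM16A activation or potentiation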
# HDAC3 inhib: inhibitors of human histone deacetylase 3 | O15379 | recombinant HDAC3, fluorogenic peptide/trypsin coupled, fluorescence | inhibition, % at 8.3 µM | 320,000 tested, 0.15% active; in the data active = inhibition above about 26%, passing the limit was not always enough; inconclusive = no clear call, values can overlap the other calls
# Active calls of the source: *; i = inactive; ? = inconclusive; . = no result given; & = joins results of further samples. The list is partial, so the mix of outcomes need not match the whole.
# Results follow in this order: hERG rescue | KCNQ1 block | ANO1 block | KCNQ1 pot | TRPC4 PAM | KCNK9 block | KCNK3 block | Dyrk1A ADPGlo | TRPC4 agonist | TMEM16A act | HDAC3 inhib
Cc1ccc(NC(=O)C2(c3cccs3)CCOCC2)cc1C
    -9 | i | i | i | i | i | i | 10 | i | i | 2
Cn1nnnc1SCSc1nnnn1C
    -5 | i | i | i | i | i | i | 3 | i | i | -3
COc1ccccc1NC(=O)c1cc(Cl)nc2ccccc12
    -6 | i | i | i | i | i | i | 1 | i | i | 5
Cc1[nH]c(C)c(S(=O)(=O)NCCc2ccccc2)c1C(=O)N1CCCCC1
    -6 | i | i | i | i | i | i | -8 | i | i | 1
O=C1CC(c2ccncc2)c2cc3c(cc2N1)OCO3 (stereo not given)
    -2 | i | i | i | i | i | i | -6 | i | i | 4
COc1ccccc1OCC(=O)N(Cc1nc(-c2ccccc2)no1)C(C)C
    -4 | i | i | i | i | i | i | 1 | i | i | -4
Cc1cccc(NC(=S)N(CCCN2CCOCC2)C(C)c2cc3ccccc3o2)c1 (stereo not given)
    -9 | i | i | i | i | i | i | -7 | i | i | 2
COc1ccc(CCNC(=O)CC(c2ccccc2)c2cccc(C)c2O)cc1OC (stereo not given)
    -16 | i | i | i | i | i | i | 2 | i | i | ?
O=C(CNS(=O)(=O)c1ccc(F)c(Cl)c1)N1CCCCCC1
    -5 | i | i | i | i | i | i | 3 | i | i | -3
CCOC(=O)CSc1nc(=O)n2ccccc2n1
    -10 | i | i | i | i | i | i | -1 | i | i | 4
CCOC(=O)C1=C(CS(=O)(=O)c2ccccc2)NC(=O)NC1c1cc(OC)c(O)c(OC)c1 (stereo not given)
    -6 | i | i | i | i | i | i | 1 | i | i | 1
CCOC(=O)C1=C(C)NC(C)=C(C(=O)OCC)C1C(=O)OCC(=O)N1c2ccccc2CC1C (stereo not given)
    -10 | i | i | i | i | i | i | -3&-1 | i | i | 7
CCOC(=O)CC(=O)c1sc2c(c1N)c(=O)[nH]c(=O)n2-c1ccc(OC)cc1
    -2 | i | i | i | i | i | i | 1 | i | i | -4
O=c1[nH]cnc2c1C(c1ccccc1[N+](=O)[O-])c1c(nc[nH]c1=O)O2
    -6 | i | i | i | i | i | i | -3 | i | i | 5
C/C(=N\NC(N)=O)c1ccc(-n2ccnc2)cc1
    -4 | i | i | i | i | i | i | 2 | i | i | 3
CCOc1ccc(NC(=O)CN(C)C(=O)CC(NC(=O)c2ccccc2)c2ccccc2)cc1OCC (stereo not given)
    -13 | i | i | i | i | i | i | 8 | i | -4.9* | 1
Cc1ccc(NC(=O)CN2C(=O)S/C(=C\c3cccn3-c3cccc(C(=O)O)c3)C2=O)c(C)c1
    5.4* | i | i | i | i | i | i | -4 | i | i | -4
C=CCn1c(=S)[nH]c2nc3c(cc2c1=O)COC(C)(C)C3
    -9 | i | i | i | i | i | i | 0 | i | i | 5
CCOc1cccc(C(=O)NC(=S)Nc2cccnc2)c1
    0 | i | i | i | i | i | i | 7 | i | i | -3
COc1ccc(Cc2nnc(SCC(=O)c3ccc4c(c3)OCO4)o2)cc1
    -5 | i | i | i | i | i | i | 4 | i | i | 7
Cc1cc(C)nc(SCC(=O)Nc2ncccn2)n1
    -7 | i | i | i | i | i | . | . | i | . | -1
OC(COc1ccc(Br)cc1)CN1CCOCC1 (stereo not given)
    -7 | i | i | i | i | i | i | 5 | i | i | 0
CSCC[C@@H](Nc1nc(-c2ccccc2)nc2c1oc1ccccc12)C(=O)O
    -21 | i | i | i | i | i | i | 1 | i | i | 13
CCOC(=O)c1ccc(CNC(=O)Cn2nnc(-c3ccccc3F)n2)o1
    -2 | i | i | i | i | i | i | -5 | i | i | 10
CSc1ccc(/C=N/NC(=O)c2ccc(C)c(C)c2)cc1
    -6 | i | i | i | i | i | i | 0 | i | i | 5
CCOC(=O)C1CCN(c2ncnc3c2nnn3Cc2ccccc2Cl)CC1
    -2 | i | i | i | i | i | i | . | i | i | 5
S=c1[nH]nc(-c2cc(-c3ccco3)[nH]n2)n1-c1cccc2ccccc12
    -11 | i | i | i | i | i | i | 0 | i | i | 7
CCn1c(SCC(=O)Nc2cccnc2Cl)nnc1-c1ccccc1
    -12 | i | i | i | i | i | i | 6 | i | i | 1
O=S(=O)(Nc1cccnc1)c1ccccc1
    -6 | i | i | i | i | i | i | -5 | i | i | -2
CCOC(=O)C1CCCN(S(=O)(=O)c2ccc(-c3cc(C)no3)s2)C1 (stereo not given)
    -4 | i | i | i | i | i | i | -2 | i | i | 6

# Next part; it opens with the 3 that closed the last part.
# Results follow in this order: hERG rescue | KCNQ1 block | ANO1 block | KCNQ1 pot | TRPC4 PAM | KCNK9 block | KCNK3 block | Dyrk1A ADPGlo | TRPC4 agonist | TMEM16A act | HDAC3 inhib
CCn1c(SCC(=O)Nc2cccnc2Cl)nnc1-c1ccccc1
    -12 | i | i | i | i | i | i | 6 | i | i | 1
O=S(=O)(Nc1cccnc1)c1ccccc1
    -6 | i | i | i | i | i | i | -5 | i | i | -2
CCOC(=O)C1CCCN(S(=O)(=O)c2ccc(-c3cc(C)no3)s2)C1 (stereo not given)
    -4 | i | i | i | i | i | i | -2 | i | i | 6
COc1cccc(CNC(=O)c2ccc3nc[nH]c3c2)c1
    -17 | i | i | i | i | i | i | -5 | i | i | -6
CCOC(=O)c1ccc[n+](CC(=O)c2ccccc2)c1
    -4 | i | i | i | i | i | i | -2 | i | i | 2
O=C(N/N=C/c1ccco1)c1ccc(NC(=O)C2CCCCC2)cc1
    -12 | i | i | i | i | i | i | -7 | i | i | 5
CN1CCN(/N=C/c2ccc(-c3ccccc3)cc2)CC1
    -12 | i | i | i | i | i | i | 1 | i | i | 2
CCOC(=O)C1/C(=N\O)CC(C)(O)C(C(=O)OCC)C1c1ccc(N(C)C)cc1 (stereo not given)
    -7 | i | i | i | i | i | i | 3 | i | i | 3
Cc1c(Cl)cccc1Nc1ccccc1C(=O)O
    -5 | i | i | i | i | i | i | -8 | i | i | 15
CCOC(=O)CSc1nnc(CNc2ccccc2Cl)n1-c1ccccc1
    -7 | i | i | i | i | i | i | 5 | i | i | -3
CC1Sc2ccc(S(=O)(=O)CCC(=O)NCc3ccccc3Cl)cc2NC1=O (stereo not given)
    -13 | i | i | i | i | i | i | -3 | i | i | -2
O=C(COC(=O)C1(c2ccccc2F)CCCC1)N1CCc2ccccc21
    -7 | i | i | i | i | i | i | -5 | i | i | -2
c1cncc(CNc2nc(N3CCOCC3)nc(N3CCOCC3)n2)c1
    -3 | i | i | i | i | i | i | 1 | i | i | -1
O=C(Nc1ccc(Br)cc1)N1CCCC(O)C1 (stereo not given)
    -7 | i | i | i | i | i | i | 5 | i | i | 11
O=C(NC1CCCCC1)C(c1ccncc1)N(Cc1ccccc1)C(=O)c1ccc(-c2ccccc2)[nH]1 (stereo not given)
    -20 | i | i | i | i | i | i | -3 | i | i | 17
COc1ccc(CCNC(=O)CCCOc2cc(=O)n(C)c3ccccc23)cc1OC
    -9 | i | i | i | i | i | i | 2 | i | i | .
O=C(CN1C(=O)NC2(CCc3ccccc32)C1=O)c1ccc(Br)cc1 (stereo not given)
    -6 | i | i | i | i | i | i | 8 | i | i | 7
CCOC(=O)c1ccc(NC(=O)COc2ccc(S(=O)(=O)N3CCCC3)cc2)cc1
    -4 | i | i | i | i | i | i | 4 | i | i | ?
CC(C(=O)c1ccccc1)[n+]1cccc(C(N)=O)c1 (stereo not given)
    -10 | i | i | i | i | i | i | -1 | i | i | 3
CC1(C(=O)N2CC3(CC(c4cccc([N+](=O)[O-])c4)=NO3)C[C@H]2C(=O)NCC(N)=O)CC1 (stereo not given in full)
    -5 | i | i | i | i | i | i | 8 | i | i | -1
Cc1cc([N+](=O)[O-])c(N2CCC[C@@H]2C(=O)O)c([N+](=O)[O-])c1
    -14 | i | i | i | i | i | i | -1 | i | i | -2
CCOc1ccccc1N1CCN(C(=O)c2ccccc2)CC1
    -23 | i | i | i | i | i | i | 2 | i | i | 4
CCOC(=O)c1ccc(NCCOC)c([N+](=O)[O-])c1
    -9 | i | i | i | i | i | i | -4 | i | i | .
O=C(CSc1nnc(-c2cnccn2)n1Cc1ccco1)c1ccc2ccccc2c1
    -10 | i | i | i | i | i | i | -27 | i | i | 4
CC(=O)NC1(C(F)(F)F)C(=O)Nc2c1c(=O)[nH]c(=O)n2Cc1ccco1 (stereo not given)
    -4 | i | i | i | i | i | i | 2 | i | i | 0
Cc1cccc(-n2nnnc2SCc2csc(-c3ccccc3)n2)c1
    -11 | i | i | i | i | i | i | -1 | i | i | 2
CCn1c(SCC(=O)Nc2nc(C)cs2)nnc1C(NC(=O)c1ccccc1Cl)C(C)C (stereo not given)
    -8 | i | i | i | i | i | i | 6 | i | i | 1
CCN(CC)S(=O)(=O)c1ccc2c(c1)c(=O)c(C(=O)NCc1ccc3c(c1)OCO3)cn2C
    -5 | i | i | i | i | i | . | . | i | . | .
CCCn1cc(SCC(=O)Nc2ccc3c(c2)OCO3)c2ccccc21
    -4 | i | i | i | i | i | i | 2 | i | i | 2
COc1ccc(N2CCN(C(=O)Nc3cccc(C(F)(F)F)c3)CC2)cc1
    1 | i | i | i | i | i | i | -1 | i | i | 6
Cc1ccc(NC(=O)COc2ccccc2C(=O)NCCc2ccccc2)cc1
    -11 | i | i | i | i | i | i | -4 | i | i | 0
CCOc1ccc2oc(C(=O)N(Cc3nnc(-c4ccccc4Cl)o3)C3CC3)c(C)c2c1
    -12 | i | i | i | i | i | i | -7 | i | i | 3
CN1CCN(CC(=O)Nc2ccc(S(=O)(=O)N(C)C)cc2)CC1
    -3 | i | i | i | i | i | i | -3 | i | i | -4
Nc1sc(-c2ccccc2)n[n+]1Cc1cccc2cccnc12
    -20 | i | i | i | i | i | i | 23 | 58* | i | 2

# Fetched by compound from the list above (two):
# Results follow in this order: hERG rescue | KCNQ1 block | ANO1 block | KCNQ1 pot | TRPC4 PAM | KCNK9 block | KCNK3 block | Dyrk1A ADPGlo | TRPC4 agonist | TMEM16A act | HDAC3 inhib
CCn1c(SCC(=O)Nc2nc(C)cs2)nnc1C(NC(=O)c1ccccc1Cl)C(C)C (stereo not given)
    -8 | i | i | i | i | i | i | 6 | i | i | 1
c1cncc(CNc2nc(N3CCOCC3)nc(N3CCOCC3)n2)c1
    -3 | i | i | i | i | i | i | 1 | i | i | -1

# Screening results from PubChem.
